Compound activity: PubChem, Broad Institute
KDM4C inh = KDM4C (human) demethylase inhibition | 0.15% of 96,000 active | inhibition, % at 12.5 µM | GST-KDM4C 2-372, H3K9me3 peptide, LANCE TR-FRET | Q9H3R0 | AID 720574;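 active = mean replicate inhibition above about 25%, with at least 55% of replicates also reaching it, limit read from the data, passing the limit was not always enough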
Target sequence (Q9H3R0 2-372 limits assumed): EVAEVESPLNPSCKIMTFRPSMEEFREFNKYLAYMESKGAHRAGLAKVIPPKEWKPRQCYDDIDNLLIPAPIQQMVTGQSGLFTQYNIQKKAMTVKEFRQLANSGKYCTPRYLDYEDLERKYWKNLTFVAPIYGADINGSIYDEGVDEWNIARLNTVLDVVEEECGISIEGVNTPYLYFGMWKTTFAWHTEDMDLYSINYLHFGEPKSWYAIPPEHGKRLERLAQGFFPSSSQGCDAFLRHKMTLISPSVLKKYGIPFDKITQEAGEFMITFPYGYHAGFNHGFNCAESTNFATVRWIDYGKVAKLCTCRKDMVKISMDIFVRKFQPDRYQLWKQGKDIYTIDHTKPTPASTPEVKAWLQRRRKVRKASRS
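material = GST-tagged GASC-1 (JMJD2C) catalytic fragment, aa 2-372 | amount = enzyme final amount 10 nM | medium = HEPES buffer, pH 7.5, plus ascorbate | also added = H3K9me3 peptide substrate, Fe(II), 2-oxoglutarate | dosing = single dose | times = 30 min demethylation and 1 h detection at room temperature | detection = LANCE TR-FRET | read-out basis = Fall in 671/618 emission ratio as inhibition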
C diff HTS = C. difficile growth inhibition; Clostridium difficile clinical isolate growth, OD600, 24 h; stronger effect = lower value; growth activity, negative = inhibition, % at 16 µg/mL (by protocol); AID 1259249; 0.25% of 86,000 active;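 active = mean growth activity at or below -80% and every replicate also at or below -80%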;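 also: 0% = DMSO wells and -100% = levofloxacin 16 µg/mL wells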
Pf Dd2 growth = P. falciparum Dd2 growth inhibition; 2.3% of 94,000 active; activity change, % at 10 µM; SYBR Green, 72 h; stronger effect = lower value; in the data active = activity change below about -80%
T cruzi growth = inhibitors of T. cruzi proliferation; T. cruzi beta-gal in NIH3T3, GalScreen luminescence, 90 h; inhibition, % at 8.34 µM; 5.9% of 77,000 active; AID 624255;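 active = mean inhibition above about 93%, with at least 55% of replicates each passing it, limit read from the data, passing the limit was not always enough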
* = called active by the depositor; . = not tested or not shown; & = joins results of further samples. Random draw from the library. About 7% of those tested had a hit in this group.

# | SMILES | Pf Dd2 growth | KDM4C inh | C diff HTS | T cruzi growth
1 | C[C@H](CO)N1C[C@H](C)[C@H](CN(C)Cc2ccc(-c3ccccc3)cc2)Oc2ccc(NC(=O)CCN3CCOCC3)cc2CC1=O | -9 | 2.1 | 4 | 18
2 | C[C@H]1CN([C@@H](C)CO)C(=O)c2cccc(NC(=O)Nc3ccc4c(c3)OCO4)c2O[C@@H]1CN(C)Cc1ccccc1 | -42 | -0.8 | -17 | .
3 | O=C(NCc1ccc(F)cc1)[C@H]1[C@H](CO)[C@H]2Cn3c(cccc3=O)[C@@H]1N2Cc1ccncc1 | 17 | -2.1 | 1 | -7
4 | CCCC(=O)Nc1ccc2c(c1)C(=O)N(C)C[C@H](OC)[C@H](C)CN(CC1CCCC1)[C@@H](C)CO2 | -23 | 0.0 | . | -56
5 | CC(C)CC#Cc1ccc2c(c1)O[C@@H](CN(C)C(=O)c1cccnc1)[C@H](C)CN([C@@H](C)CO)S2(=O)=O | -52 | 0.3 | 3 | 94
6 | O=C(NC[C@H]1[C@@H](c2ccccc2)[C@@H](CO)N1C(=O)Cc1cccnc1)C1CCC1 | 14 | 2.2 | -4 | -19
7 | CCCNC(=O)N(C)C[C@H]1Oc2cc(C#CCN(C)C)ccc2S(=O)(=O)N([C@H](C)CO)C[C@@H]1C | -6 | 3.3 | -8 | 67
8 | CO[C@@H]1CN(C)C(=O)c2ccc(NC(=O)C3CCCCC3)cc2OC[C@@H](C)N(C(=O)c2ccccc2)C[C@@H]1C | -36 | -0.5 | . | 32
9 | O=C(Nc1cc(F)ccc1F)N1CCCCN2[C@H](C1)[C@H](c1ccc(-c3cncnc3)cc1)[C@@H]2CO | 23 | -0.2 | -1 | 103*
10 | C[C@@H]1CCCCO[C@H](CN(C)CC2CCCCC2)[C@H](C)CN([C@H](C)CO)C(=O)c2cc(NC(=O)Cc3ccccc3)ccc2O1 | -40 | -0.8 | 10 | 77
11 | CC(C)NC(=O)N(C)C[C@H]1Oc2ccc(NC(=O)CCN3CCOCC3)cc2CC(=O)N([C@H](C)CO)C[C@H]1C | 7 | 0.7 | -2 | .
12 | CN(C)C(=O)c1ccc(-c2ccc([C@H]3[C@@H](CO)N4CCCCN(C(=O)C5CCCC5)C[C@H]34)cc2)cc1 | 18 | . | -11 | 102*
13 | COc1ccc(-c2cn(CC[C@H]3CC[C@@H](NC(=O)c4cnccn4)[C@H](CO)O3)nn2)cc1 | -4 | -1.1 | -5 | -42
14 | CNC[C@H]1OCCCC[C@@H](C)Oc2ccc(NS(=O)(=O)c3ccc(OC)cc3)cc2C(=O)N([C@@H](C)CO)C[C@@H]1C | 2 | -0.9 | 3 | -12
15 | C[C@H](CO)N1C[C@H](C)[C@H](CN(C)C(=O)C2CC2)Oc2cc(C3=CCCC3)ccc2S1(=O)=O | -69 | 1.0 | . | 19
16 | CCC(=O)N(C)C[C@@H]1Oc2cc(C#CC3CCCCC3)ccc2S(=O)(=O)N([C@H](C)CO)C[C@H]1C | -37 | -4.1 | -24 | 82
17 | Cc1ccccc1-c1cnc2c(c1)C(=O)N([C@H](C)CO)C[C@@H](C)[C@H](CN(C)Cc1cncnc1)O2 | -7 | -1.7 | . | .
18 | COCC#Cc1ccc2c(c1)O[C@H](CN(C)C(=O)C1CC1)[C@H](C)CN([C@@H](C)CO)S2(=O)=O | 36 | -0.2 | . | 64
19 | COCC(=O)N1CCCCN2[C@H](CO)[C@@H](c3ccc(-c4ccc(OC)cc4)cc3)[C@@H]2C1 | 31 | -0.9 | 0 | 5
20 | CC(C)NC(=O)N(C)C[C@H]1OCCCC[C@H](C)Oc2ccc(NS(C)(=O)=O)cc2C(=O)N([C@H](C)CO)C[C@@H]1C | 62 | -0.5 | . | -13
21 | O=C(C[C@@H]1CC[C@H](NC(=O)C2CC2)[C@@H](CO)O1)NCc1ccccc1Cl | 8 | 3.0 | 1 | .
22 | C[C@H](CO)N1C[C@H](C)[C@@H](CN(C)C(=O)Nc2ccccc2)OCCCC[C@H](C)Oc2ccc(NC(=O)NC3CCCCC3)cc2C1=O | -16 | -0.3 | . | 51
23 | O=C(NC1CCCC1)[C@H]1[C@H](CO)[C@H]2Cn3c(cccc3=O)[C@H]2N1C(=O)NC1CCCC1 | -1 | 0.9 | 3 | -33
24 | C[C@H](CO)N1C[C@H](C)[C@@H](CN(C)S(=O)(=O)c2ccc(Cl)cc2)OCc2ccccc2-c2c(n(C)c3ccccc23)C1=O | -85* | -1.2 | . | 81
25 | O=C(C[C@@H]1C[C@@H]2c3cc(NC(=O)c4ccc5c(c4)OCO5)ccc3O[C@@H]2[C@@H](CO)O1)NCc1ccc(Cl)cc1 | -7 | -2.6 | 1 | 98*
26 | C[C@@H]1CN([C@H](C)CO)C(=O)c2cccc(NS(=O)(=O)c3cccs3)c2O[C@H]1CN(C)Cc1ccc(C(=O)O)cc1 | 15 | -0.6 | . | -90
27 | C[C@@H]1CN([C@@H](C)CO)C(=O)Cc2cc(NC(=O)C3CCCCC3)ccc2O[C@@H]1CN(C)Cc1ccc(C(=O)Nc2ccccc2N)cc1 | -84* | -1.1 | 0 | 103*
28 | C[C@@H]1CN([C@H](C)CO)C(=O)c2cccc(NS(=O)(=O)c3cccs3)c2O[C@@H]1CN(C)C(=O)Nc1cccc2ccccc12 | -15 | 4.6 | . | -122
29 | CN(C)C(=O)c1ccc(-c2ccc([C@@H]3[C@H](C#N)N(C(=O)C4CC4)[C@H]3CO)cc2)cc1 | -6 | -1.6 | -3 | 79
30 | CC(=O)N(C)C[C@H]1Oc2cc(/C=C/c3ccccc3)ccc2S(=O)(=O)N([C@@H](C)CO)C[C@@H]1C | -5 | -2.1 | -10 | .
31 | COc1ccc2c3c(n(C)c2c1)[C@@H](CO)N(C(=O)Cc1ccccc1)CC31CCN(C(=O)Cc2ccccc2)CC1 | -63 | -0.4 | 24 | .
32 | Cn1cnc(CCNC(=O)C[C@@H]2CC[C@@H]3[C@H](COC[C@@H](O)CN3C(=O)Nc3ccc(C(F)(F)F)cc3)O2)c1 | -26 | -0.3 | 18&10 | 11
33 | C[C@H](CO)N1C[C@H](C)[C@@H](CN(C)Cc2cncnc2)Oc2ncc(-c3cncnc3)cc2C1=O | 23 | 0.2 | 3 | 62
34 | C[C@@H]1CN([C@@H](C)CO)C(=O)c2cc(-c3cccc(C(=O)N(C)C)c3)cnc2O[C@@H]1CN(C)S(=O)(=O)c1ccc(F)cc1 | 6 | 0.4 | 3 | 64
35 | C[C@H]1CN([C@@H](C)CO)C(=O)c2cc(NC(=O)Nc3ccc(F)cc3)ccc2O[C@@H]1CN(C)Cc1ccc(C(F)(F)F)cc1 | 7 | 4.4 | 0 | 14
36 | C[C@H](CO)N1C[C@H](C)[C@H](CN(C)Cc2ccccc2)Oc2c(NS(=O)(=O)c3ccccc3)cccc2C1=O | -24 | 6.9 | -3 | 85
37 | O=C(NCC[C@H]1CC[C@@H](NS(=O)(=O)Cc2ccccc2)[C@@H](CO)O1)C1CCCC1 | 5 | 0.5 | -2 | .
38 | C[C@H](CO)N1C[C@H](C)[C@H](CN(C)Cc2ccncc2)Oc2cc(C#C[C@@H](C)O)ccc2S1(=O)=O | -8 | -0.6 | 2 | 91
39 | O=S(=O)(c1ccccc1)N1C[C@@H]2[C@H](c3ccccc31)[C@H](CO)N2Cc1ccc(F)cc1 | -8 | -1.4 | -1 | 94
40 | O=C(Nc1ccc2c(c1)[C@@H]1C[C@@H](CC(=O)N3CCCCC3)O[C@H](CO)[C@@H]1O2)Nc1ccccc1F | -2 | 0.4 | -2 | 0

Gathered by group, those above containing a thiophene ring, fused or not
# | SMILES | Pf Dd2 growth | KDM4C inh | C diff HTS | T cruzi growth
26 | C[C@@H]1CN([C@H](C)CO)C(=O)c2cccc(NS(=O)(=O)c3cccs3)c2O[C@H]1CN(C)Cc1ccc(C(=O)O)cc1 | 15 | -0.6 | . | -90
28 | C[C@@H]1CN([C@H](C)CO)C(=O)c2cccc(NS(=O)(=O)c3cccs3)c2O[C@@H]1CN(C)C(=O)Nc1cccc2ccccc12 | -15 | 4.6 | . | -122

Additional structures follow:
# | SMILES | Pf Dd2 growth | KDM4C inh | C diff HTS | T cruzi growth
41 | CC(=O)N1[C@@H](CO)[C@H](c2ccccc2)[C@@H]1CN(CC(C)C)C(=O)c1ccccn1 | 8 | 0.8 | 5 | 26
42 | O=C(Nc1ccccc1)N1C[C@H]2[C@@H](c3ccccc31)[C@H](CO)N2Cc1ccccc1 | -25 | -1.0 | 6 | 50
43 | O=C(Cc1cccnc1)N1CC(=O)N2[C@H](CO)[C@@H](c3ccc(C#CC4CC4)cc3)[C@@H]2C1 | -7 | 1.6 | -7 | .
44 | COc1ccc(S(=O)(=O)Nc2cccc3c2O[C@@H](CN(C)C(=O)NC(C)C)[C@@H](C)CN([C@@H](C)CO)C3=O)cc1 | 25 | 0.2 | -1 | 0
45 | C[C@@H]1CN([C@@H](C)CO)C(=O)c2cc(NS(=O)(=O)c3cccs3)ccc2O[C@@H](C)CCCCO[C@H]1CN(C)CC1CCCCC1 | -22 | 0.0 | 16 | 72
46 | CO[C@@H]1CN(C)C(=O)c2ccc(NS(C)(=O)=O)cc2OC[C@@H](C)N(CC2CCOCC2)C[C@H]1C | 16 | -0.3 | . | 15
47 | C[C@H](NC(=O)[C@H]1[C@H](CO)[C@H]2Cn3c(cccc3=O)[C@H]2N1C(=O)C1CC1)c1ccccc1 | 2 | -1.2 | 0 | 5
48 | O=C(Nc1ccc(Cl)c(Cl)c1)N[C@H]1CC[C@@H](CCn2cc(C3CCCC3)nn2)O[C@@H]1CO | 10 | 0.6 | 80 | .
49 | C[C@@H]1CN([C@H](C)CO)C(=O)c2cc(NC(=O)Nc3cccc4ccccc34)ccc2O[C@@H](C)CCCCO[C@@H]1CN(C)S(=O)(=O)c1cccs1 | -88* | 0.3 | . | 15
50 | CC=Cc1ccc2n(c1=O)C[C@H]1[C@H](CO)[C@@H](C(=O)NCCc3cn(C)cn3)[C@@H]2N1C(=O)C1CC1 (mixture of isomers) | 2 | 3.1 | 3 | 26
51 | CCN1[C@@H]2Cn3c(ccc(/C=C/c4ccccc4)c3=O)[C@H]1[C@@H](C(=O)N1CCCCC1)[C@@H]2CO | . | -1.8 | . | 170*
52 | CN(C)CC(=O)N1[C@@H]2c3ccc(-c4cccc(F)c4)c(=O)n3C[C@@H]2[C@@H](CO)[C@@H]1C(=O)NC1CCC1 | 7 | 0.4 | 1 | 65
53 | Cn1cnc(S(=O)(=O)N2CC[C@@H]3[C@H](CO)Nc4ccc(-c5ccc(F)cc5)cc4[C@@H]32)c1 | -12 | -2.0 | -6 | 51
54 | O=C(Nc1ccc(F)cc1)N[C@H]1CC[C@@H](CCNC(=O)c2ccccc2F)O[C@H]1CO | -27 | -1.1 | 4 | .
55 | COc1ccc2c3c([nH]c2c1)[C@@H](CO)N(C(=O)CN1CCOCC1)CC31CN(C(C)=O)C1 | 18 | -0.8 | 62 | .
56 | CCCNC(=O)N1CC2(C1)CN(C(=O)NC1CCCC1)[C@H](CO)c1[nH]c3cc(OC)ccc3c12 | -14 | -0.1 | 0 | .
57 | C[C@H](CO)N1C[C@H](C)[C@H](CN(C)Cc2ccccc2)OCCCC[C@H](C)Oc2ccc(N(C)C)cc2C1=O | -42 | 1.1 | 4 | 27
58 | C[C@H]1CCCCO[C@@H](CN(C)C(=O)C2CCCCC2)[C@@H](C)CN([C@@H](C)CO)C(=O)c2cc(NS(C)(=O)=O)ccc2O1 | -26 | -1.7 | -5 | 13
59 | COc1ccc2c3c(n(C)c2c1)[C@@H](CO)N(C(=O)c1ccccn1)CC31CN(C(=O)Cc2ccccc2)C1 | -65 | 1.6 | -1 | .
60 | O=C(NC1CCCCC1)N1C[C@@H]2N[C@H](C1)C2c1ccc(-c2ccc(F)cc2)cc1 (stereo partly specified) | -2&-67 | -0.5&-10 | 16&68 | .
61 | Cc1ccc(S(=O)(=O)Nc2ccc3c(c2)CC(=O)N([C@H](C)CO)C[C@H](C)[C@H](CN(C)Cc2ccc(C(F)(F)F)cc2)O3)cc1 | -5 | -2.3 | . | 42
62 | Cc1noc(C)c1NC(=O)Nc1ccc2c(c1)CC(=O)N([C@H](C)CO)C[C@@H](C)[C@@H](CN(C)C(=O)Nc1ccc3c(c1)OCO3)O2 | 20 | 2.3 | -4 | 3
63 | COc1ccc(NC(=O)Nc2ccc3c(c2)C(=O)N([C@@H](C)CO)C[C@H](C)[C@@H](CN(C)Cc2ccc(C(=O)O)cc2)OCCCC[C@@H](C)O3)cc1 | 47 | 13 | 8 | 45

Some of these compounds in order of the KDM4C inh value, high to low.
entry	smiles	KDM4C inh
1	C[C@H](CO)N1C[C@H](C)[C@H](CN(C)Cc2ccc(-c3ccccc3)cc2)Oc2ccc(NC(=O)CCN3CCOCC3)cc2CC1=O	2.1
41	CC(=O)N1[C@@H](CO)[C@H](c2ccccc2)[C@@H]1CN(CC(C)C)C(=O)c1ccccn1	0.8
19	COCC(=O)N1CCCCN2[C@H](CO)[C@@H](c3ccc(-c4ccc(OC)cc4)cc3)[C@@H]2C1	-0.9
47	C[C@H](NC(=O)[C@H]1[C@H](CO)[C@H]2Cn3c(cccc3=O)[C@H]2N1C(=O)C1CC1)c1ccccc1	-1.2
